# HMGR II inh – inhibitors of E. faecalis class II HMGR, primary screen, biochemical, Enterococcus faecalis. HMG-CoA reductase (Enterococcus faecalis, mvaE). hit rate 0.41% among 190,000. inhibition, % at 10 µM. purified E. faecalis HMGR, NADPH absorbance 340 nm kinetic;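 active means inhibition above a set limit, the median over all tested compounds plus 3 SD, cut at about 9.5% in these data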;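 further: enzyme runs in reverse so mevalonate oxidation gives rising NADPH absorbance; 0% = complete reaction with DMSO and 100% = background rate lacking mevalonate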
# TNAP act hiacc – TNAP activators at high phosphate acceptor level, primary screen, biochemical, luminescence, uHTS; Alkaline phosphatase, tissue-nonspecific isozyme (Homo sapiens), P05186; purified TNAP, CDP-star luminescence, 1 M DEA, 30 min; hits give high values; 0 = EDTA background, 1 = DMSO-only activity; activation factor at 20 µM; 200,000 tested, under 10 active; AID 1136, 2008;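 active means activation factor at least 2 at 20 µM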
# Target sequence (P05186 whole entry, looked up): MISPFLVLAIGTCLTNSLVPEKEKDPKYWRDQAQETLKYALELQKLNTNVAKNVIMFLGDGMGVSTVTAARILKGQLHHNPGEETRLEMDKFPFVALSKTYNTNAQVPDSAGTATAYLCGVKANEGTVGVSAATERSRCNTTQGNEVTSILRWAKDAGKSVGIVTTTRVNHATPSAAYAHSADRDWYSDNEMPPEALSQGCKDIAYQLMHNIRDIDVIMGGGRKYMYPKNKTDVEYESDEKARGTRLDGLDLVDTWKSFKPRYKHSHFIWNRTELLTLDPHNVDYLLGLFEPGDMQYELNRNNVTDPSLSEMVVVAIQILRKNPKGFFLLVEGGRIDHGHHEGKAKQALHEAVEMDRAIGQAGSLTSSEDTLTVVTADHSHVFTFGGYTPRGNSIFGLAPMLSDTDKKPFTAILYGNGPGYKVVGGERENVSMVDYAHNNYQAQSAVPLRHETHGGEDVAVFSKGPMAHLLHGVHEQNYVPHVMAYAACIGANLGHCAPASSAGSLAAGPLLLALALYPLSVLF
#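 Control set: EDTA negative control, DMSO positive control / Assay system: human TNAP / Quantity: TNAP 1/800 final / Evaluation: TNAP activation factor scaled between EDTA and DMSO control wells / Measured by: luminescent substrate turnover signal / Compound dosing: one dose, 20 µM / Times: 30 min enzyme reaction at room temperature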
# PMI act satM6P – human PMI activators, high substrate, primary screen, biochemical, fluorescence intensity, near-saturating mannose 6-phosphate; coupled PMI enzyme assay, resazurin fluorescence, 20 min; hits give high values; 1 = untreated enzyme, 0 = substrate-free blank; activation factor at 20 µM; Mannose-6-phosphate isomerase (Homo sapiens), P34949; hit rate 0.34% among 190,000; AID 1216, 2008;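 active means activation factor of 2 or more at 20 µM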
#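 Technique: Diaphorase-driven resazurin-to-resorufin fluorescence, excitation 544, emission 590 nm | Assay system: Human PMI in coupled enzyme assay | Times: Enzyme reaction with compound 20 min at room temperature | Medium: HEPES-buffered pH 7.4 with magnesium and detergent | Reagent: Mannose-6-phosphate 1.0 mM (near-saturating) plus 0.22 mM NADP+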
# Diaph act CS – compounds boosting diaphorase resazurin reduction – biochemical, uHTS, resorufin fluorescence, counter-screen for diaphorase-coupled primary assays, primary screen | Diaphorase/resazurin coupled assay, 16 min; hits give high values; 1 = vehicle wells, 0 = NADH-free wells | activation factor at 20 µM | hit rate 0.005% among 190,000 | AID 1229, 2008;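 active means diaphorase activity raised at least twofold by the compound at 20 µM; inactive means activation factor below 2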
#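 Test system: Clostridium kluyveri diaphorase, purified enzyme; input: enzyme 0.07 U/mL final; buffer or medium: 50 mM HEPES pH 7.4 with 4.542 mM MgCl2, 0.005% Tween 20; also added: 0.114 mM NADH and 0.1 mM resazurin, final amounts; schedule: 16 min enzyme reaction, ambient temperature; technique: fluorescence of resorufin, 544 nm excitation, 590 nm emission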
# Diaph inh CS – diaphorase inhibitors and chemical oxidizers, primary screen, counter-screen for diaphorase-coupled primary assays, biochemical, uHTS, resorufin fluorescence. diaphorase resazurin-to-resorufin fluorescence, NADH, 16 min; bacterial (C. kluyveri) enzyme, not human. inhibition, % at 20 µM. hit rate 0.69% among 190,000;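 active means primary screen inhibition at 20 µM above a set limit, cut at about 50% in these data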;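 further: plate controls were DMSO with full reaction for no effect and wells lacking NADH for full effect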
#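 Detection: fluorescence of resorufin formed from resazurin, Ex 544/Em 590 nm; test system: Clostridium kluyveri diaphorase enzyme; amount: 0.14 U/mL diaphorase, enzyme working solution; times: 16-min room-temperature incubation before reading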
# FLuc stim CS – FLuc activators, initial screening, artefact control for FLuc-dependent activation tests, biochemical, ATPlite luminescence; Luciferin 4-monooxygenase (Photinus pyralis), P08659; ATPlite luciferase biochemical, 10 min; 0 = ATP-free wells, 1 = DMSO control; activation factor at 10 µM; 200,000 tested, under 10 active;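 active means luciferase activation factor, scaled between plate controls, of at least 2 with compound at 10 µM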
# Target sequence (P08659 whole entry, looked up): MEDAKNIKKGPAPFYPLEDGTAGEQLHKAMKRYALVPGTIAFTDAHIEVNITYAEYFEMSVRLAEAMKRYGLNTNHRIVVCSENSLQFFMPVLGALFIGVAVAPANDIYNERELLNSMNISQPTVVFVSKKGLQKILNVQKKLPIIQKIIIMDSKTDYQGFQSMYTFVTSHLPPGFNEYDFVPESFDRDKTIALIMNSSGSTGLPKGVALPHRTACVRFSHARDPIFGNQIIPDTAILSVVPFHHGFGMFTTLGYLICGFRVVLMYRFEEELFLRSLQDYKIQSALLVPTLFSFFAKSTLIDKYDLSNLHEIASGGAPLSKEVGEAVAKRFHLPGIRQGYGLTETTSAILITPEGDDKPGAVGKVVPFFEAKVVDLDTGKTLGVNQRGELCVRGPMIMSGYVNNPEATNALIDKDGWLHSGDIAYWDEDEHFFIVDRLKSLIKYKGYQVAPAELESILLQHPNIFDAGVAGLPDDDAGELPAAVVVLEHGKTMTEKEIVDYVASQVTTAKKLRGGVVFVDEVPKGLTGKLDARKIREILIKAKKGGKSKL
#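 Assay system: Luciferase/luciferin detection reagent, cell-free biochemical luciferase assay / Read-out: luciferase activation / Benchmarks: No-ATP low control, compound-free enzyme-plus-ATP high control / Medium: PBS buffer for ATP / Detection: luminescence measurement of luciferase light output / Schedule: 10 min at ambient temperature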
# G6PDH counter – L. mesenteroides G6PDH inhibitors, counter-screen for G6PDH-coupled screening assays, biochemical, Leuconostoc mesenteroides enzyme | glucose-6-phosphate dehydrogenase [Leuconostoc mesenteroides] | Purified L. mesenteroides G6PDH, diaphorase/resazurin coupled fluorescence, 45 min | inhibition, % at 5 µM | hit rate 0.12% among 200,000 | AID 1020, 2008; in the data active means inhibition above about 50%
# TNAP inh no acc – human TNAP enzyme inhibitors, primary screen, biochemical, luminescent, no phosphate acceptor, uHTS | Alkaline phosphatase, tissue-nonspecific isozyme (Homo sapiens), P05186 | purified TNAP, CDP-star luminescence, 30 min | hit rate 0.26% among 200,000 | inhibition, % at 20 µM;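 active means tissue-nonspecific alkaline phosphatase inhibition above about 50% at 20 µM in the single-dose screen, limit read from the data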;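 further: 0% = DMSO negative control and 100% = EDTA positive control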
# TNAP inh hiacc – human TNAP enzyme inhibitors, primary screen, biochemical, luminescent, high phosphate acceptor level, uHTS. Alkaline phosphatase, tissue-nonspecific isozyme (Homo sapiens), P05186. purified TNAP, CDP-star luminescence, 1 M DEA. inhibition, % at 20 µM. hit rate 0.03% among 200,000. AID 1135, 2008;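 active means over 50% inhibition of tissue-nonspecific alkaline phosphatase at 20 µM in the single-dose screen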;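 further: plate controls were DMSO wells for no effect and EDTA-quenched wells as full inhibition for full effect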
# PMI act – activators of human PMI, primary screen, biochemical, fluorescence intensity, near-Km mannose 6-phosphate; activation factor at 20 µM; AID 1214, 2008; purified human PMI, coupled resazurin fluorescence, 20 min; hits give high values; 1 = vehicle control, 0 substrate-free wells; hit rate 0.005% among 190,000; Mannose-6-phosphate isomerase (Homo sapiens), P34949;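 active means activation factor of 2 or more at 20 µM, relative to plate controls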
# Numbers without * were called inactive.
# Results follow in this order: HMGR II inh, TNAP act hiacc, PMI act satM6P, Diaph act CS, Diaph inh CS, FLuc stim CS, G6PDH counter, TNAP inh no acc, TNAP inh hiacc, PMI act
- COC(=O)c1ccc(C)c(NC(=O)c2ccc(Cn3cc([N+](=O)[O-])cn3)o2)c1
 : 3, 1, 1, 0.9, 11, 1, -4, -3, 1, 1
- O=C(CSc1ccsc1[N+](=O)[O-])N1CCN(c2ccccc2)CC1
 : 1, 1, 1, 0.8, 16, 1, 0, -14, -3, 1
- Brc1ccc(-c2csc(N3CCOCC3)n2)cc1
 : 3, 1, 0.9, 1, 0, 0.9, 10, 0, -4, 1
- COCc1c(C(=O)OCc2c(C)noc2C)oc2ccccc12
 : 2, 1, 1.1, 1.1, -13, 1.1, 0, -10, -3, 1.1
- CCn1c(SCC(=O)N/N=C/C=C/c2ccco2)nnc1-c1ccc(OC)cc1
 : 0, 1, 0.5, 0.7, 28, 0.8, -4, -12, -2, 0.7
- CSCC[C@H](NC(=O)C(C)Oc1ccc(Cl)cc1)c1nc2ccccc2[nH]1 (stereo partly drawn)
 : 0, 1, 1, 0.9, 9, 1.1, 2, -53, 0, 0.9
- CC1CCCN(S(=O)(=O)Cc2ccc(Cl)cc2)C1 (stereo not drawn)
 : 4, 1, 1, 0.9, 8, 1.1, 2, -16, -3, 1
- CCOC(=O)Nc1nc(C)c(C(=O)N(C)C)s1
 : -4, 1, 1, 0.9, 7, 1.1, 1, -6, -1, 1
- CC(C)CNC(=O)c1ccccc1NC(=O)CCSc1ccccc1
 : 0, 1, 1, 0.9, 13, 1, -10, -16, -3, 0.9
- COc1ccc(-c2noc(CCC(=O)Nc3cccc(C)c3)n2)cc1
 : 1, 1, 0.9, 0.9, 6, 1, 3, -5, -1, 0.9
- O=C(NC1CCCCC1)C(c1cc2c(cc1[N+](=O)[O-])OCO2)N1CCCCC1 (stereo not drawn)
 : -5, 0.9, 0.5, 0.7, 29, 1, 1, 4, 7, 0.7
- Cc1noc(C)c1COc1ccc(CC(=O)NCc2ccccc2)cc1
 : -10, 1, 1, 0.9, 12, 1.1, 2, 0, -2, 1
- O=C(COc1ccc(C(=O)c2ccccc2)cc1)NCc1ccc(F)cc1
 : -4, 1, 1, 0.9, 7, 0.9, -7, -35, -2, 0.8
- COc1ccc(S(=O)(=O)Nc2c(C(=O)O)[nH]c3ccccc23)c(OC)c1
 : -5, 1.1, 1.1, 0.9, 12, 1.1, 4, -1, -7, 1.1
- COc1ccc(N(CC(=O)NC2CCCC2)C(=O)Cn2nnc(-c3ccc(OC)c(OC)c3)n2)cc1
 : -3, 1, 1, 0.9, 7, 1, -2, -13, -4, 0.9
- CCOc1ccccc1NC(=O)C1CCN(C(=O)Cc2ccccc2)CC1
 : -1, 1, 1.1, 1, 3, 1.1, 4, -14, -5, 1.1
- COCCn1c(SCC(=O)Nc2ccc(N3CCOCC3)cc2)nc2ccccc21
 : -1, 1.1, 1, 0.9, 9, 1.1, -13, -13, -5, 1
- CCOC(=O)c1[nH]c2ccc(OC)cc2c1NC(=O)N1CCOCC1
 : -5, 1.1, 1, 0.9, 12, 1.1, -1, -14, -6, 1
- CCCC(=O)N1CCN(Cc2ccc3c(c2)OCO3)CC1
 : 3, 1, 1, 0.9, 6, 1, 9, -7, 0, 0.9
- Cc1ccc(C(=O)Nc2c(-c3cccs3)nc3cc(C)ccn23)cc1
 : 0, 1, 1, 1, 3, 1, -15, -8, -3, 0.9
- CC(C)(C)c1ccc(C(=O)Nc2ccc(Cl)cc2)cc1
 : -1, 1, 1.1, 1.1, -8, 0.7, 9, -14, -2, 1
- COc1cc(C(=O)NC(CCSC)C(=O)OCC(=O)C(C)(C)C)cc(OC)c1OC (stereo not drawn)
 : -3, 1, 0.9, 0.9, 10, 1, 5, -4, -2, 0.9
- Cc1cc(-c2csc(NC(=O)c3ccc(S(=O)(=O)N(C)C)cc3)n2)c(C)n1-c1ccccc1
 : -5, 1, 0.7, 0.7, 27, 1, -3, -3, -2, 1
- CC(=O)C1=C(O)C(=O)N(CO)C1c1ccccc1F (stereo not drawn)
 : -1, 1.1, 1, 0.8, 20, 1.1, 3, -11, -9, 1.1
- CC(=O)Oc1ccc(C(=O)Nc2ccccc2C(=O)N2CCCCC2)cc1
 : 0, 1.1, 1, 0.9, 10, 1.1, 20, -15, -10, 1
- CC(=O)Nc1cccc(NC(=O)CSc2ccc(-c3cccnc3)nn2)c1
 : -25, 0.9, 1.1, 1.1, -7, 0.9, -9, 2, 7, 1.1
- O=C(c1ccccc1)c1c[nH]c(C(=O)NCCCN2CCOCC2)c1
 : -5, 1.1, 1.1, 1, 0, 1.1, 1, -2, -7, 1.2
- O=C(COC(=O)c1cccc(Cl)c1)Nc1cc(Cl)ccc1Oc1ccccc1
 : 0, 1, 0.9, 0.8, 19, 1, -3, -9, -5, 0.8
- Cc1cc(C)cc(NC(=O)Cc2ccc(-n3cccc3)cc2)c1
 : -7, 1.1, 1.1, 0.9, 5, 1.1, -1, -12, -6, 1.1
- CC(C)(C)NC(=O)C12CCC(C)(c3nc4ccccc4nc31)C2(C)C (stereo not drawn)
 : -5, 1, 1.1, 1, 3, 1, 4, -13, -4, 1.1

# Quoted at random: five records from the list.
# Results follow in this order: HMGR II inh, TNAP act hiacc, PMI act satM6P, Diaph act CS, Diaph inh CS, FLuc stim CS, G6PDH counter, TNAP inh no acc, TNAP inh hiacc, PMI act
- Cc1cc(C)cc(NC(=O)Cc2ccc(-n3cccc3)cc2)c1
 : -7, 1.1, 1.1, 0.9, 5, 1.1, -1, -12, -6, 1.1
- CC(C)(C)NC(=O)C12CCC(C)(c3nc4ccccc4nc31)C2(C)C (stereo not drawn)
 : -5, 1, 1.1, 1, 3, 1, 4, -13, -4, 1.1
- O=C(c1ccccc1)c1c[nH]c(C(=O)NCCCN2CCOCC2)c1
 : -5, 1.1, 1.1, 1, 0, 1.1, 1, -2, -7, 1.2
- O=C(COC(=O)c1cccc(Cl)c1)Nc1cc(Cl)ccc1Oc1ccccc1
 : 0, 1, 0.9, 0.8, 19, 1, -3, -9, -5, 0.8
- CC(=O)C1=C(O)C(=O)N(CO)C1c1ccccc1F (stereo not drawn)
 : -1, 1.1, 1, 0.8, 20, 1.1, 3, -11, -9, 1.1

# The list continues:
# Results follow in this order: HMGR II inh, TNAP act hiacc, PMI act satM6P, Diaph act CS, Diaph inh CS, FLuc stim CS, G6PDH counter, TNAP inh no acc, TNAP inh hiacc, PMI act
- CCC1(O)CC(C(=O)OC)=NN1C(=O)c1ccccc1 (stereo not drawn)
 : 3, 1, 1, 1, 2, 1, 2, -11, -5, 1
- COc1ccc(OC)c(S(=O)(=O)N2Cc3ccccc3CC2C(=O)O)c1 (stereo not drawn)
 : 2, 1.1, 0.9, 0.8, 18, 1, 11, -11, -7, 0.8
- CN(C)S(=O)(=O)Oc1ccccc1C(=O)Nc1cccc(C(F)(F)F)c1
 : -3, 1.1, 1, 0.9, 7, 1.1, 2, 0, -5, 1.1
- Cc1ccc2c(c1)C(c1ccc(O)cc1)(c1ccc(O)cc1)C(=O)N2C
 : 1, 1, 1, 1.1, -6, 1, 2, -7, -4, 1
- COc1ccc(-c2cc(C3CCN(Cc4cccc(C(F)(F)F)c4)CC3)[nH]n2)cc1
 : 2, 1, 1, 0.8, 17, 1, 3, -12, 0, 1
- O=C(O)c1ccc(-n2c(-c3ccccc3)n[nH]c2=S)cc1
 : 3, 1.1, 0.9, 0.9, 11, 0.9, 16, -12, -6, 0.8
- Cc1n[nH]c(=S)n1/N=C/c1ccc(OCc2ccc(Cl)cc2)cc1
 : -4, 1, 1, 0.8, 22, 1, 11, 22, 0, 1.1
- Cc1nnc2sc(SCc3ccccc3)nn2c1=O
 : -1, 1, 1.1, 0.9, 9, 1.1, -7, -26, -1, 1
- COc1ccccc1CCn1c(N)c(C#N)c2nc3ccccc3nc21
 : 2, 1, 0.7, 0.8, 22, 1, -7, 2, 2, 0.7
- O=C(c1cc2c(s1)CCC2)N1CCN(c2ccccc2)CC1
 : -1, 1.1, 1.1, 1.1, -8, 1.1, 11, 0, -7, 1
- CCOC(=O)c1c(NC(=O)CSc2nnc(CNC(=O)c3ccco3)n2C)sc2c1CCC2
 : -4, 1.1, 1, 0.8, 15, 1.1, -3, -14, -8, 1
- COc1ccc(NC2CC(=O)N(c3cc([N+](=O)[O-])ccc3C)C2=O)cc1 (stereo not drawn)
 : -3, 1, 0.9, 0.9, 8, 1.1, -4, -14, -2, 1
- COc1ccc(C(=S)N2CCCCC2)cc1Br
 : -5, 1.1, 1, 0.8, 18, 1.1, 11, -9, -9, 1
- C/C(=N\NS(=O)(=O)c1cccc([N+](=O)[O-])c1)c1cc2ccccc2o1
 : -1, 1.1, 1.2, 0.8, 15, 1.1, 2, -11, -10, 1
- CCCC(C(=O)NCc1ccccc1)N(C(=O)Cn1nnc(-c2cccs2)n1)c1ccc2c(c1)OCCO2 (stereo not drawn)
 : -4, 1, 1, 1, 3, 1, 4, -8, -4, 1
- Cc1nc2c(C)cccc2cc1C(=O)N/N=C/c1ccc(O)cc1
 : -2, 1, 0.9, 0.9, 14, 0.9, -4, 0, 1, 0.9
- CCOc1ccc(-n2c(-c3ccc(Br)cc3)c[n+]3c2CCCCC3)cc1
 : -4, 1.1, 1, 1, 0, 1, 2, 2, -5, 1.2
- Cc1nc2nc(SCC(=O)C(C)(C)C)[nH]c2cc1Br
 : -3, 1.1, 1.1, 0.8, 15, 1.1, 1, -11, -6, 1
